Compound activity: PubChem, several laboratories
TNAP inh noacc = inhibitors of human TNAP without phosphate acceptor; P05186; purified TNAP, CDP-star luminescence, 30 min; inhibition, % at 20 µM; actives 0.26% (n = 200,000);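 active = tissue-nonspecific alkaline phosphatase inhibition above about 50% at 20 µM in the single-dose screen, limit read from the data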;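 note: 0% = DMSO negative control and 100% = EDTA positive control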
Target sequence (P05186 whole entry, looked up): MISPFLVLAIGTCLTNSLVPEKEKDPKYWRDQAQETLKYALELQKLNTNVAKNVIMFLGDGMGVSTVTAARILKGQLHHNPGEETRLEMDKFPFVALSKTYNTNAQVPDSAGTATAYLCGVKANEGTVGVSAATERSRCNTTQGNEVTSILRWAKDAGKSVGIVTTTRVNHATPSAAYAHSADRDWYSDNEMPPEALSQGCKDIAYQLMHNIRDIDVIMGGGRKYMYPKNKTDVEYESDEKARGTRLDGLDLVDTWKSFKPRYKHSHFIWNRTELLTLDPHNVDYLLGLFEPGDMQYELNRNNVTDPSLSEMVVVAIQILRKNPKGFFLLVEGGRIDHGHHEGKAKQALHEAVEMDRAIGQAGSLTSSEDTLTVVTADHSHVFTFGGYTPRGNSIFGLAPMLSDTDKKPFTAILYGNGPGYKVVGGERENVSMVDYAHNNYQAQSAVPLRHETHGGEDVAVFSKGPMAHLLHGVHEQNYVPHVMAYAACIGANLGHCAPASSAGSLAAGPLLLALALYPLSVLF
Lmaj promast = Leishmania major promastigote growth inhibition | Leishmania major promastigotes, resazurin fluorescence viability | inhibition, % at 10 µM | actives 9% (n = 200,000) | AID 1063; in the data active = inhibition above about 50%;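 note: promastigotes grown with compound for 44 hours at 28 °C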
bIAP activator = increases bovine intestinal alkaline phosphatase activity. actives 0.17% (n = 200,000). activation factor at 20 µM. purified bovine IAP, CDP-star luminescence, 30 min; active compounds read high; fold of DMSO-control signal, blank-subtracted;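 active = activation factor of 2 or more at 20 µM, a signal rise over negative controls twice the positive control's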
TNAP act hi DEA = increases human TNAP activity under high phosphate acceptor concentration; activation factor at 20 µM; purified TNAP, CDP-star luminescence, 1 M DEA, 30 min; active compounds read high; 0 = EDTA background, 1 = DMSO-only activity; P05186; 200,000 tested, under 10 active;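 active = activation factor at least 2 at 20 µM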
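Control set: EDTA negative control, DMSO positive control / Assay system: human TNAP / Quantity: TNAP 1/800 final / Evaluation: TNAP activation factor scaled between EDTA and DMSO control wells / Measured by: luminescent substrate turnover signal / Compound dosing: one dose, 20 µM / Times: 30 min enzyme reaction at room temperature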
bIAP inhibitor = intestinal alkaline phosphatase (bovine) inhibition; inhibition, % at 20 µM; purified bovine IAP, CDP-star luminescence, 30 min; 190,000 tested, under 10 active; AID 1019;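 active = over 50% inhibition of intestinal alkaline phosphatase at 20 µM in the single-dose screen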
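Assay system: bovine IAP enzyme; medium: DEA buffer 100 mM, pH 9.8, with MgCl2 1.0 mM, ZnCl2 0.02 mM; doses: 20 µM single dose; incubation: enzyme reaction for 30 min at room temperature; detection: CDP-star luminescence signal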
FLuc act counter = firefly luciferase counter-screen for stimulation assays | activation factor at 10 µM | 200,000 tested, under 10 active | AID 1027 | P08659 | ATPlite luciferase biochemical, luminescence, 10 min; 0 = ATP-free wells, 1 = DMSO control;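 active = luciferase activation factor, scaled between plate controls, of at least 2 with compound at 10 µM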
Target sequence (P08659 whole entry, looked up): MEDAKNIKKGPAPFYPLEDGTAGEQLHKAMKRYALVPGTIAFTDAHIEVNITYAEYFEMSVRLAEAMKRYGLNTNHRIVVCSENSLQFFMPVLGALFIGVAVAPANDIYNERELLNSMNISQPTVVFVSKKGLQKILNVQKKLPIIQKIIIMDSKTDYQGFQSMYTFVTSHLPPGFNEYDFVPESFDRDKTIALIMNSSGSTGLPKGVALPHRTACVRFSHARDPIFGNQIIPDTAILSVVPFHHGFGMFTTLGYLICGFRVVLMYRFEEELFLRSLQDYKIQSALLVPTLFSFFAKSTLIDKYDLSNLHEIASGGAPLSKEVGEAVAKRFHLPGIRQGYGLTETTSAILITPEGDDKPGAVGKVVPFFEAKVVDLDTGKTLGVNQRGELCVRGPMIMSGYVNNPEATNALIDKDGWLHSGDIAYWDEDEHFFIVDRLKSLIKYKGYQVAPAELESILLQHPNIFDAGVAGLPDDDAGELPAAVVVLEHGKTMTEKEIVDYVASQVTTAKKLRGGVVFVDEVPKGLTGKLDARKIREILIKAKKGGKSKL
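Assay system: Luciferase/luciferin reagent mix; Medium: PBS as buffer for the ATP substrate; Dosing: test compounds dosed from 2 mM stocks in 100% DMSO; Times: 10 min, room temperature; Signal: luminescence from luciferase reaction; Read-out: luciferase activation; Controls: No-ATP low control, compound-free enzyme-plus-ATP high control.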
RAM inhibit = blocks the yeast RAM network; actives 1.8% (n = 190,000); inhibition, % at 50 µM; S. cerevisiae dse1pr::URA3 reporter, 5-FOA growth OD615, 2 d; analog-sensitive cbk1-as2 kinase mutant strain;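 active = inhibition above a set limit, 3 SD over mean compound inhibition, cut at about 8.4% in these data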;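 note: 0% = DMSO-only wells with no growth and 100% = 10 µM 1-NA-PP1 full growth; inhibition rescues growth on 5-FOA so higher OD means more RAM inhibition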
APP transl inh = APP translation inhibition. actives 0.82% (n = 190,000). SH-SY5Y APP 5'UTR-luciferase reporter, luminescence. AID 1285. inhibition, % at 2 µM;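 active = inhibition above a set limit, derived from the sample mean plus 3 SD, cut at about 45% in these data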; note: values of inactives mirror those of a sister screen read the other way
FLuc inhib CS = counter-screen for luciferase assay inhibitors: firefly luciferase inhibition; actives 1.5% (n = 200,000); inhibition, % at 10 µM; ATPLite firefly luciferase biochemical luminescence, 10 min; P08659;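 active = inhibition above about 50% when tested at 10 µM, limit read from the data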
TNAP inh hi DEA = inhibitors of human TNAP at high phosphate acceptor concentration; AID 1135; actives 0.03% (n = 200,000); P05186; purified TNAP, CDP-star luminescence, 1 M DEA; inhibition, % at 20 µM;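 active = over 50% inhibition of tissue-nonspecific alkaline phosphatase at 20 µM in the single-dose screen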;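 note: plate controls were DMSO wells for no effect and EDTA-quenched wells as full inhibition for full effect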
The depositor's hits bear a star; x = not tested or not shown.

SMILES | TNAP inh noacc | Lmaj promast | bIAP activator | TNAP act hi DEA | bIAP inhibitor | FLuc act counter | RAM inhibit | APP transl inh | FLuc inhib CS | TNAP inh hi DEA
CCN1CCN(CCn2c(=S)[nH]c3ccccc3c2=O)CC1 | -7 | -5 | 0.9 | 1 | 9 | 1.1 | -0.2 | -12 | -8 | -4
COc1ccccc1C(=O)Oc1cc(C)[nH]c(=O)c1[N+](=O)[O-] | -11 | -2 | 1 | 1.1 | 3 | 1 | -0.9 | 3 | -2 | -5
O=C(CSc1nnc(CCCN2C(=O)c3cccc4cccc(c34)C2=O)n1-c1ccccc1)NCCCO | 1 | 12 | 0.9 | 1 | 13 | 1.1 | -0.8 | 8 | -6 | -1
O=C1C(C=NCc2ccncc2)=C(O)c2ccccc21 | -12 | -8 | 0.9 | 1 | 7 | 1 | 1.4 | -17 | -2 | -4
CC1NC(=O)NC1CCCCCC(=O)Nc1ccc(F)cc1 (stereo not given) | -13 | -4 | 0.9 | 1 | 6 | 1 | 0.8 | -5 | -5 | -3
CCC(C)NC(=O)[C@H](CSCc1ccccc1)N1Cc2ccccc2C1=O (stereo not given in full) | -6 | -3 | 0.9 | 1 | 7 | 1.1 | 1.2 | 6 | -8 | -2
OCCN(Cc1ccccc1)Cc1cccc(C(F)(F)F)c1 | -11 | 0 | 1 | 1 | 3 | 1.1 | 3.1 | 10 | -9 | -3
O=C(O)C(=O)/C(=C\c1cccc(Cl)c1)c1ccc2ccccc2n1 | -10 | -5 | 1.1 | 1 | -14 | 1 | 2.0 | -46 | -1 | 0
CCOCCCNC(=O)C(c1ccc(OC)cc1)N(Cc1cccs1)C(=O)c1ccccc1O (stereo not given) | -6 | 13 | 1.1 | 1.1 | -6 | 1.1 | 0.6 | -3 | -11 | -6
O=C(O)Cc1ccc(-c2ccccc2-c2ccccc2)cc1 | -4 | -2 | 1 | 1 | 0 | 1 | 3.5 | 1 | -3 | 4

Brought forward from above: 2 entries, followed by the next part.
SMILES | TNAP inh noacc | Lmaj promast | bIAP activator | TNAP act hi DEA | bIAP inhibitor | FLuc act counter | RAM inhibit | APP transl inh | FLuc inhib CS | TNAP inh hi DEA
CCOCCCNC(=O)C(c1ccc(OC)cc1)N(Cc1cccs1)C(=O)c1ccccc1O (stereo not given) | -6 | 13 | 1.1 | 1.1 | -6 | 1.1 | 0.6 | -3 | -11 | -6
O=C(O)Cc1ccc(-c2ccccc2-c2ccccc2)cc1 | -4 | -2 | 1 | 1 | 0 | 1 | 3.5 | 1 | -3 | 4
CN(C(=O)COC(=O)c1cc(NS(=O)(=O)c2cc([N+](=O)[O-])ccc2Cl)ccc1O)C1CCCCC1 | -12 | -4 | 1 | 0.9 | 0 | 1 | 7.7 | -8 | -1 | 6
Cc1ccc([N+](=O)[O-])cc1NC(=S)NC(=O)c1cccs1 | -14 | -7 | 0.9 | 1 | 7 | 1 | 4.9 | -1 | 0 | 0
COC(=O)CN(c1ccc(OC)cc1OC)S(=O)(=O)c1ccccc1[N+](=O)[O-] | -7 | 2 | 0.9 | 1 | 7 | 1 | 1.1 | -14 | 0 | -3
O=C(CCN1C(=O)c2ccccc2C1=O)N1CCN(C2c3ccccc3-c3ccccc32)CC1 | -7 | -9 | 1 | 1 | 3 | 1.1 | 1.7 | 1 | -8 | -3
COc1ccc(-n2c(SCC(=O)NCc3ccco3)nnc2-c2c[nH]c3ccccc23)cc1 | -14 | 98* | 1 | 1 | -4 | 1.1 | 3.9 | -6 | -11 | -3
O=C(NN1CCCCC1)c1cccc(COc2ccc(Cl)cc2)c1 | -7 | -5 | 1.4 | 1 | -36 | 0.9 | 1.3 | -50 | 8 | -4
Cc1ccc(-c2csc(NC(=O)CCNC(=O)c3ccc(Cl)cc3)n2)cc1 | -3 | -2 | 0.9 | 1 | 6 | 1 | 1.9 | 8 | -4 | 2
CCOC(=O)N1CCN(c2c(NCc3ccccc3OC)c(=O)c2=O)CC1 | -14 | 1 | 0.9 | 1.1 | 9 | 1.1 | -0.7 | -6 | -6 | -8
COc1cccc(NC(=O)Nc2ccccc2C(N)=O)c1 | -8 | -3 | 1 | 1.1 | 0 | 0.5 | 1.5 | -13 | 47 | -5
Fc1ccccc1Cc1noc(CN2CCN(Cc3ccc4c(c3)OCO4)CC2)n1 | -10 | 84* | 1 | 1 | 2 | 1 | -0.1 | -5 | -3 | -3
O=C(Cn1c(-c2ccccn2)nc2ccccc21)N/N=C/c1ccccn1 | -86 | 0 | 1.2 | 1 | -15 | 1 | 4.0 | 5 | -3 | -2
CC1C(c2ccccc2)=[N+]([O-])C2(CCCC2)N1O (stereo not given) | -12 | -7 | 1.1 | 1.1 | -12 | 1 | 0.2 | -14 | 1 | -7
CCOC(=O)c1ccc2nc(C)c3c(c2c1)OC(C)C3 (stereo not given) | -5 | 22 | 1 | 1 | -3 | 1 | 1.4 | -2 | -3 | -4
CCN(CC)S(=O)(=O)c1cc(NC(=O)c2n[nH]c(=O)c3ccccc23)ccc1C | -5 | 66* | 1 | 1 | 4 | 1 | 5.2 | -18 | -2 | -1
CC1=C(C(=O)OC(C)C)C(c2cn(-c3ccccc3)nc2-c2cccs2)NC(=O)N1 (stereo not given) | -4 | 33 | 0.9 | 1 | 8 | 1 | -1.2 | 2 | -3 | 0
c1ccc(OCc2nc(-c3cccs3)no2)cc1 | -5 | 1 | 0.6 | 1 | 38 | 0.9 | 2.6 | -48 | 6 | -1
C[C@@H](C(=O)NCc1ccccc1)[C@@H]1C[C@@]1(C)[C@@H](NC(=O)OCc1ccccc1)c1ccccc1 | -23 | 26 | 0.9 | 1.1 | 12 | 1 | 7.0 | -8 | 0 | -10
Cc1ccc(C(=O)NNc2nc3ccccc3nc2C(F)(F)F)cc1 | 13 | -3 | 0.9 | 0.9 | 11 | 1 | 3.4 | -6 | -4 | 12
O=S(=O)(NCc1cccnc1)c1ccc(Cl)nc1 | 7 | -4 | 1 | 1.1 | 5 | 1.1 | 1.1 | -2 | -10 | -6
O=C(CCCO)N/N=C/c1ccccc1[N+](=O)[O-] | -6 | 12 | 1 | 1 | 3 | 1.1 | 1.5 | 7 | -5 | -2
CCOc1ccc(S(=O)(=O)Nc2ccc3c(c2)c2c(n3S(=O)(=O)c3ccc(OCC)cc3)CCCC2=O)cc1 | -6 | 24 | 0.7 | 1 | 27 | 1.1 | 6.6 | 6 | -6 | -5
CC1CCN(C(=O)COc2ncnc3ccccc23)CC1 | 2 | -10 | 1.2 | 1 | -22 | 1 | 1.5 | -12 | 3 | -2
Cc1ccccc1N1C(=O)c2sc3nc4c(c(=O)n3c2C1=O)CCC4 | -12 | -3 | 0.7 | 1.1 | 26 | 1.1 | 1.0 | -10 | -7 | -8
COc1cccc(C(=O)NN/C(C)=C/C(=O)C(F)(F)C(F)(F)C(F)(F)F)c1 | -26 | 1 | 0.7 | 0.9 | 30 | 1 | 3.5 | -14 | -2 | 7
O=c1c2c(-c3cccs3)csc2ncn1-c1ccc(Br)cc1 | 2 | 18 | 0.9 | 1 | 6 | 1 | 4.2 | 9 | -4 | 0
O=c1[nH]nc(-c2cccs2)c2ccccc12 | -4 | 1 | 0.9 | 1.1 | 6 | 1.1 | 0.2 | -9 | -8 | -6
CCc1nc2ccccc2c(C(=O)OCC(=O)NCc2ccc3c(c2)OCO3)c1C | -16 | 27 | 0.8 | 1.1 | 16 | 1 | 2.2 | -31 | -3 | -7
O=C(c1ccc(S(=O)(=O)Cc2ccccc2F)c([N+](=O)[O-])c1)N1CCCC1 | -14 | 2 | 1 | 1.1 | -4 | 1.1 | 1.1 | -12 | -6 | -5
OCCCn1c(-c2ccccc2)csc1=Nc1ccccc1 | -14 | 13 | 1.1 | 1 | -15 | 1 | 1.1 | -6 | -4 | -4
CCCCNC(=S)NNC(=O)c1ccoc1C | -81 | -8 | 1.1 | 1 | -14 | 1 | -1.1 | -22 | -4 | 0
O=C(COC(=O)c1ccccc1NC(=O)c1ccco1)Nc1ccc2c(c1)OCO2 | -7 | -2 | 0.9 | 1 | 11 | 1 | 2.1 | -9 | 1 | 1
CCn1nc(C(=O)OCC(=O)NC(C)C)c2ccccc2c1=O | -15 | 1 | 0.9 | 1.1 | 8 | 1.1 | 0.7 | -2 | -10 | -7
O=C(NCCC1=CCCCC1)C1CCN(S(=O)(=O)c2ccc(Br)s2)CC1 | -6 | -7 | 1 | 1 | 2 | 1.1 | 8.2 | -22 | -9 | -3
Cc1oc(-c2ccc(Cl)cc2)cc1-c1nn2c(-c3ccco3)nnc2s1 | -4 | x | 1.1 | 1 | -12 | 1.1 | x | x | -7 | 0
COc1ccc(S(=O)(=O)N2CCCCC2)cc1NS(=O)(=O)c1cc(Cl)ccc1Cl | -13 | 0 | 1 | 1 | 1 | 1 | 4.0 | -4 | -1 | -2
COC(=O)C1=C(C)Nc2ncnn2C1c1ccc(OC(=O)c2ccccc2)cc1 (stereo not given) | -3 | -5 | 0.9 | 1 | 8 | 1 | 6.8 | -12 | -2 | -1
COc1ccc(-c2cc(C(=O)Nc3cccc(S(=O)(=O)NCc4ccco4)c3)c3ccccc3n2)cc1OC | -13 | 72* | 1.1 | 1 | -7 | 1 | 6.7 | 17 | -2 | -2
O=C(Nc1cccc([N+](=O)[O-])c1)c1ccc(CN2CCOCC2)cc1 | -14 | -2 | 1.1 | 1 | -8 | 0.7 | -0.1 | -19 | 28 | -5
O=C(/C=C/c1ccccc1)c1ccoc1 | -5 | 34 | 0.8 | 1 | 23 | 0.9 | -0.1 | -1 | 14 | -5
Cc1ccc(C(C)C)c(OCc2nnc(SCC(=O)Nc3ncc(C)s3)n2C)c1 | -9 | -7 | 1 | 1.1 | -4 | 1 | 8.6* | 8 | -1 | -6

Entries from the list above with a thiophene ring, fused or not, in the order listed:
SMILES | TNAP inh noacc | Lmaj promast | bIAP activator | TNAP act hi DEA | bIAP inhibitor | FLuc act counter | RAM inhibit | APP transl inh | FLuc inhib CS | TNAP inh hi DEA
CCOCCCNC(=O)C(c1ccc(OC)cc1)N(Cc1cccs1)C(=O)c1ccccc1O (stereo not given) | -6 | 13 | 1.1 | 1.1 | -6 | 1.1 | 0.6 | -3 | -11 | -6
Cc1ccc([N+](=O)[O-])cc1NC(=S)NC(=O)c1cccs1 | -14 | -7 | 0.9 | 1 | 7 | 1 | 4.9 | -1 | 0 | 0
CC1=C(C(=O)OC(C)C)C(c2cn(-c3ccccc3)nc2-c2cccs2)NC(=O)N1 (stereo not given) | -4 | 33 | 0.9 | 1 | 8 | 1 | -1.2 | 2 | -3 | 0
c1ccc(OCc2nc(-c3cccs3)no2)cc1 | -5 | 1 | 0.6 | 1 | 38 | 0.9 | 2.6 | -48 | 6 | -1
O=c1c2c(-c3cccs3)csc2ncn1-c1ccc(Br)cc1 | 2 | 18 | 0.9 | 1 | 6 | 1 | 4.2 | 9 | -4 | 0
O=c1[nH]nc(-c2cccs2)c2ccccc12 | -4 | 1 | 0.9 | 1.1 | 6 | 1.1 | 0.2 | -9 | -8 | -6
O=C(NCCC1=CCCCC1)C1CCN(S(=O)(=O)c2ccc(Br)s2)CC1 | -6 | -7 | 1 | 1 | 2 | 1.1 | 8.2 | -22 | -9 | -3
